Bioassay records as filed in PubChem BioAssay.
Bcl-B TR3 displacers – displacers of TR3 peptide from Bcl-B, primary screen, selectivity assay for Bfl-1 inhibitor project, biochemical, fluorescence polarization | AID 748 | displacement, % at 20 µM, or IC50 in µM where a hit was titrated | 0.11% of 96,000 active | FP displacement of FITC-TR3 peptide from Bcl-B; higher % means a stronger effect;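 active = displacement above 50% at 20 µM plus a fluorescence interference ratio under 1.5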;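 note: plate controls were wells without compound for no effect and wells lacking Bcl-B protein for full effect; a part of the inactive calls stands beside numbers as strong as those of hits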
MRP resist rev – compounds reversing MRP-mediated drug resistance; H69AR cells + 2 uM doxorubicin, CellTiter-Glo, 72 h; differential viability (reversal), % at 10 µM; 0.04% of 85,000 active;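 active = viability drop by adding the cancer drug above about 55%, with treated viability meeting a 40% cutoff, limit read from the data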;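 note: viability without doxorubicin minus viability with 2 µM doxorubicin for each compound; larger differential means the compound sensitizes cells more to doxorubicin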
MRP resist rev cytotoxicity – further read-out of MRP resist rev, marked with its call; viability, %; H69AR cells, CellTiter-Glo, 72 h; measured here: cytotoxicity without doxorubicin
MRP resist rev with doxorubicin – further read-out of MRP resist rev, marked with its call; viability, %; measured here: viability with 2 uM doxorubicin; hits give low values
Starred values were filed as active, the others as inactive; nt = no result given. The list is partial; the hit share may differ from the screen's.

SMILES | Bcl-B TR3 displacers | MRP resist rev | MRP resist rev cytotoxicity | MRP resist rev with doxorubicin
O=C(CCn1c(=S)[nH]c2cc3c(cc2c1=O)OCO3)NCCN1CCCC1 | nt | 0 | 93 | 93
Cc1nc2ccccc2c2oc(C(=O)N3CCc4ccccc43)cc12 | nt | -12 | 71 | 83
COc1ccc(N2CCN(c3cc(C)c4ccc(O)cc4n3)CC2)cc1 | nt | -18 | 61 | 79
Cc1nc2sc(C(c3ccco3)N3CCC(Cc4ccccc4)CC3)c(O)n2n1 (stereo not drawn) | nt | -3 | 88 | 91
O=C(NCC1CCCCN1)c1cc(OCC(F)(F)F)ccc1OCC(F)(F)F (stereo not drawn) | nt | 3 | 90 | 87
CC(Cc1ccc(O)c(O)c1)C(C)Cc1ccc(O)c(O)c1 (stereo not drawn) | nt | -23 | 33 | 56
CC(C)Cc1cc(C(=O)NCCCN2CCOCC2)no1 | nt | 6 | 96 | 89
O=C1OCCN1/N=C/c1ccc([N+](=O)[O-])o1 | nt | -5 | 87 | 92
Cc1cc(=O)c2n(Cc3ccccc3Cl)nc[n+]2[nH]1 | nt | -13 | 82 | 95
COC(=O)c1ccc(C2c3c(oc4cc(C)c(C)cc4c3=O)C(=O)N2CCCN(C)C)cc1 (stereo not drawn) | nt | 7 | 91 | 84
Cc1nc2sccn2c(=O)c1CCN1CCC(=C(c2ccccc2)c2ccc(F)cc2)CC1 | nt | 0 | 65 | 65
Cc1cccc(NC(=O)c2cc(NC(=O)C3CCCCC3C(=O)O)ccc2N2CCCCC2)c1 (stereo not drawn) | nt | -17 | 59 | 76
COc1cccc(CNC(=O)C2CCN(S(=O)(=O)c3cccc4cccnc34)CC2)c1 | nt | 10 | 102 | 93
Cc1ccc(-n2ncc3c(NCc4cccnc4)ncnc32)c(C)c1 | nt | 39 | 66 | 28
CCOC(=O)c1c(NC(=O)c2cccs2)sc(C(=O)N2CCOCC2)c1C | nt | 2 | 94 | 93
CC(=O)c1cccc(NC(=O)c2cc(C)no2)c1 | nt | 11 | 103 | 92
O=C(CCn1c(=O)oc2ccccc21)Nc1ccc2c(c1)OCCO2 | nt | 13 | 92 | 79
CC(=O)Oc1cc(C(C)C)c(OCCN(C)C)cc1C | nt | 2 | 93 | 90
Cc1ccnc(N2C(=O)c3ccccc3C2Nc2ccccc2Cl)c1 (stereo not drawn) | nt | -2 | 75 | 77
Cc1ccc2c(c1)N(CCCC(=O)NCc1ccc3c(c1)OCO3)C(=O)CO2 | nt | 14 | 97 | 82
C[C@]12CC[C@@H]3c4ccc(O)cc4CC[C@H]3[C@@H]1CCC2=O | nt | 3 | 81 | 78
NC(=O)OCC(COC(N)=O)c1ccccc1 | nt | 19 | 100 | 82
CCCOC(=O)c1[nH]c2c(c1C)C(=O)CC(c1ccc(OC)c(OC)c1)C2 (stereo not drawn) | nt | 3 | 91 | 88
N[C@@H](Cc1cc(I)c(Oc2cc(I)c(O)c(I)c2)c(I)c1)C(=O)O | nt | 4 | 97 | 92

As entered above.
MRP resist rev, `CC(=O)c1cccc(NC(=O)c2cc(C)no2)c1` is entered as 11
MRP resist rev, `CC(=O)Oc1cc(C(C)C)c(OCCN(C)C)cc1C` is entered as 2

(next part)
SMILES | Bcl-B TR3 displacers | MRP resist rev | MRP resist rev cytotoxicity | MRP resist rev with doxorubicin
NC(N)=Nc1nc(CSCC/C(N)=N/S(N)(=O)=O)cs1 | nt | -10 | 95 | 105
Cc1cc(Nc2cc(F)ccc2C)n2nc(C)nc2n1 | nt | -6 | 79 | 86
COc1ccc(OCC(O)CN2CCC(CN3C(=O)c4cccc5cccc(c45)C3=O)CC2)cc1 (stereo not drawn) | 1% | nt | nt | nt
Cc1ccccc1NC(=O)CCC(=O)N/N=C/c1ccncc1 | -278% | nt | nt | nt

Reprinted from the results shown, 14 compounds:
SMILES | Bcl-B TR3 displacers | MRP resist rev | MRP resist rev cytotoxicity | MRP resist rev with doxorubicin
O=C1OCCN1/N=C/c1ccc([N+](=O)[O-])o1 | nt | -5 | 87 | 92
Cc1cc(=O)c2n(Cc3ccccc3Cl)nc[n+]2[nH]1 | nt | -13 | 82 | 95
COC(=O)c1ccc(C2c3c(oc4cc(C)c(C)cc4c3=O)C(=O)N2CCCN(C)C)cc1 (stereo not drawn) | nt | 7 | 91 | 84
Cc1nc2sccn2c(=O)c1CCN1CCC(=C(c2ccccc2)c2ccc(F)cc2)CC1 | nt | 0 | 65 | 65
Cc1cccc(NC(=O)c2cc(NC(=O)C3CCCCC3C(=O)O)ccc2N2CCCCC2)c1 (stereo not drawn) | nt | -17 | 59 | 76
COc1cccc(CNC(=O)C2CCN(S(=O)(=O)c3cccc4cccnc34)CC2)c1 | nt | 10 | 102 | 93
Cc1ccc(-n2ncc3c(NCc4cccnc4)ncnc32)c(C)c1 | nt | 39 | 66 | 28
CCOC(=O)c1c(NC(=O)c2cccs2)sc(C(=O)N2CCOCC2)c1C | nt | 2 | 94 | 93
CC(=O)c1cccc(NC(=O)c2cc(C)no2)c1 | nt | 11 | 103 | 92
O=C(CCn1c(=O)oc2ccccc21)Nc1ccc2c(c1)OCCO2 | nt | 13 | 92 | 79
CC(=O)Oc1cc(C(C)C)c(OCCN(C)C)cc1C | nt | 2 | 93 | 90
Cc1ccnc(N2C(=O)c3ccccc3C2Nc2ccccc2Cl)c1 (stereo not drawn) | nt | -2 | 75 | 77
Cc1ccc2c(c1)N(CCCC(=O)NCc1ccc3c(c1)OCO3)C(=O)CO2 | nt | 14 | 97 | 82
C[C@]12CC[C@@H]3c4ccc(O)cc4CC[C@H]3[C@@H]1CCC2=O | nt | 3 | 81 | 78
